# Source: PubChem (National Center for Advancing Translational Sciences (NCATS))
# GLP-1R inv ag – qHTS of GLP-1 Receptor Inverse Agonists (Inhibition Mode). Glucagon-like peptide 1 receptor (Homo sapiens), P43220. HEK293 GLP-1R CRE-luciferase, luminescence, 24 h; GLP-1R form is constitutively active. Potency, µM (highest dose often 38.3 µM), without a hit: at the highest dose activity change, negative = inhibition, usual class: inhibitors. actives 1.6% (n = 410,000); note: potency is the fitted concentration of half-maximal effect; % is set by controls: 0 for no effect and ±100 for the full control effect; nearly all actives have a fitted effect of over 55% in size
# Target sequence (P43220 whole entry, looked up): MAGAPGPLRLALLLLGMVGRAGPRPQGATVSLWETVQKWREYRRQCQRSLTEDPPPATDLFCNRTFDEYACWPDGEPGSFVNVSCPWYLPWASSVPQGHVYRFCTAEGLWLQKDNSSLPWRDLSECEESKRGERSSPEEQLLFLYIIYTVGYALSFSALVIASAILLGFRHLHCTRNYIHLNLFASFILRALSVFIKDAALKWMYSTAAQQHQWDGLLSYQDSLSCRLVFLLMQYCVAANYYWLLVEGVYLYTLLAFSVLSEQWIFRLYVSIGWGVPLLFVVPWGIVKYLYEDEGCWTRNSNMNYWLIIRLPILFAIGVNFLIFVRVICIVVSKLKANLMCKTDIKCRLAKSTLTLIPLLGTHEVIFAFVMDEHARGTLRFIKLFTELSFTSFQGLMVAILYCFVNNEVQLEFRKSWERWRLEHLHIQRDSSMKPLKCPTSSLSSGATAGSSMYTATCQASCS
#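 Constitutively active GLP-1R drives a cAMP-responsive luciferase in stably transfected HEK293 cells; test compounds are added after overnight (12 h) attachment and left 24 hr, and signal loss in luminescence marks inhibition.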
# GLP1R cytotox – qHTS of GLP-1 Receptor Inverse Agonists: Cytotox Screen; Potency, µM (highest dose often 38.3 µM), for the others: at the top dose activity change, negative = inhibition, actives largely listed as inhibitors; HEK293 cAMP-luciferase reporter cells, luminescence, 24 h; actives 0.13% (n = 410,000);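 note: loss of luciferase light is scored as toxicity; potency is the fitted concentration of half-maximal effect; % is set by controls: 0 for no effect and ±100 for the full control effect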
#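 Compound-treated cells are incubated 24 hr at 37 deg C under 5% CO2 after a 12 hour attachment period, then luciferase detection reagent is added and luminescence is measured following 12 min at room temperature; lowered signal indicates toxicity.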
# IL-2 act – qHTS of IL-2 Activators. IL-2 activation reporter assay, cell-based qHTS; stimulated with anti-CD3/CD4/CD28 beads; in transgenic mouse T cells. activation, % (series mostly up to about 46 µM). actives 0.065% (n = 360,000). AID 652025, 2013; in the data active = activation above about 50%; inconclusive = mostly about 30% to 49%; note: 0% is about no effect
#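 First, unstimulated transgenic mouse T cells were exposed to compound for 60 min. Next, anti-CD3/anti-CD4-coated beads with anti-CD28 were added. Finally, after 18 h at 37 degrees C, EGFP and DsRed were imaged.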
# PLK1 PBD inh – qHTS for Inhibitors of PLK1-PDB (polo-like kinase 1 - polo-box domain): Primary Screen; Serine/threonine-protein kinase PLK1 (Homo sapiens), P53350; Plk1 PBD binding of FITC phosphopeptide, fluorescence polarization; Potency, µM, for the others: max response, negative = inhibition, hits mostly inhibitors; actives 2.8% (n = 360,000); AID 720504, 2013; note: potency is the fitted concentration of half-maximal effect; series mostly up to about 57 µM; % is set by controls: 0 for no effect and ±100 for the full control effect; nearly all actives have a fitted effect of over 65% in size
# GLP-1R agonist – qHTS of GLP-1 Receptor Agonists | actives 0.007% (n = 380,000) | AID 624172, 2012 | Potency, µM (highest dose often 45.6 µM), for the others: top-dose activation, hits mostly activators | Glucagon-like peptide 1 receptor (Homo sapiens), P43220 | HEK293 GLP-1R CRE-luciferase, luminescence, 4-6 h; cells express a hypersensitive GLP-1R form; note: potency is the fitted concentration of half-maximal effect; % of control where 0% means no effect
# PI5P4Ka inh – qHTS for Inhibitors of phosphatidylinositol 5-phosphate 4-kinase (PI5P4K) | actives 1.2% (n = 330,000) | Phosphatidylinositol 5-phosphate 4-kinase type-2 alpha (Homo sapiens), P48426 | PI5P4Kalpha enzyme, ADP-Glo luminescence, 60 min; active compounds read low | max response, %; active = max response of -50% or lower; inconclusive = between -30% and -50%; inactive = -30% or higher; note: value at the top dose of about 77 µM; % is set by controls: 0 for no effect and ±100 for the full control effect
#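 ADP-Glo luminescence end-point after a 60 min room-temperature kinase reaction. PI5P4Kalpha and substrate in HEPES pH 7.4 buffer with EGTA, 0.1% CHAPS and 5% DMSO; ATP at 5 microM final.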
# PTHR1 agonist – qHTS for PTHR1 Agonists: Primary Screen. HEK293 GP2 PTHR1 cells, GloSensor cAMP luminescence, 1 h. Parathyroid hormone/parathyroid hormone-related peptide receptor (Homo sapiens), Q03431. Potency, µM (top dose mostly 115 µM), for the others: at the highest dose activation, most hits filed as activators. actives 0.075% (n = 410,000); note: potency is the fitted concentration of half-maximal effect; nearly all actives have a fitted effect of over 55% in size; some results filed as inactive show a strong effect at the top dose; inactives centre near -15; many of its hits are not listed in these tables
# Target sequence (Q03431 whole entry, looked up): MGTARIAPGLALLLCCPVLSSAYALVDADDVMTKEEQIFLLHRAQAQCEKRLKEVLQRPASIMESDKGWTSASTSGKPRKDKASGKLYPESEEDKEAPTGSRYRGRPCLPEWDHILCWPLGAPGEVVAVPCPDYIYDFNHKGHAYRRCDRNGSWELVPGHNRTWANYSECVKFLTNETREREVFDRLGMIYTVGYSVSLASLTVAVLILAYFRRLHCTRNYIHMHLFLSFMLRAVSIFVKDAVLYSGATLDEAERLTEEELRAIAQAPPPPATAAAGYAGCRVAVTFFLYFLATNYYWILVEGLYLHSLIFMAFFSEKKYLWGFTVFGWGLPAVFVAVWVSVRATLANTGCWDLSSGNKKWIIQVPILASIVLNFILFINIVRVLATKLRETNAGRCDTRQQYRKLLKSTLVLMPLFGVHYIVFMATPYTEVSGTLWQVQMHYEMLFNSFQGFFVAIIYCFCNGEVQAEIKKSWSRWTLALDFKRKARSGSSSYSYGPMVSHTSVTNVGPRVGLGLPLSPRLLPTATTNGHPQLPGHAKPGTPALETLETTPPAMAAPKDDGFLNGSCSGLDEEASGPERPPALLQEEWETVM
#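 HEK-293-derived GP2 cells expressing PTHR1 and a GloSensor cAMP reporter, 3,000/well, plated overnight, given luciferin plus IBMX (each 0.5 mM as added) for 1 h at 37 °C, then compound for 1 h at 37 °C. Luminescence was read after 15 min at room temperature.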
# EPAC1 agonist – qHTS for Agonist of cAMP-regulated guanine nucleotide exchange factor 3 (EPAC1): primary screen; Rap guanine nucleotide exchange factor 3 (Homo sapiens), O95398; EPAC1 agonist qHTS, biochemical assay; response scale: 100% = response to 6.5 mM cAMP; Potency, µM (series often up to 154 µM), for the others: at the top dose activation, most hits filed as activators; actives 0.073% (n = 360,000); AID 720707, 2013; note: potency is the fitted concentration of half-maximal effect; nearly all actives have a fitted effect of over 60% in size
#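 Normalized to 6.5 mM cAMP, activity reflects EPAC1-catalysed release of BODIPY-GDP from Rap1B, followed kinetically over 30 min at 480 nm excitation, 540 nm emission. Reaction contained 100 nM EPAC1, 250 nM Rap1B-BODIPY-GDP, 50 uM GDP.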
# EPAC1 antag – qHTS for Antagonist of cAMP-regulated guanine nucleotide exchange factor 3 (EPAC1): primary screen; Rap guanine nucleotide exchange factor 3 (Homo sapiens), O95398; EPAC1 GEF assay, Rap1b-BODIPY-GDP exchange fluorescence; Potency, µM (doses to about 115 µM), inactives show at the highest dose activity change, negative = inhibition, usual class: inhibitors; actives 0.14% (n = 360,000); AID 720709, 2013;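 note: potency is the fitted concentration of half-maximal effect; plate controls were vehicle for no effect and positive control for full effect; nearly all actives have a fitted effect of over 50% in size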
# An asterisk follows results filed as active; i = inactive; ? = inconclusive; · = not tested or not shown; [ ] = another dose, or the depositor's remark. Unless noted, calls come from the whole dose curve; as a rule, active = well fitted curve in the direction sought with a large enough effect; inconclusive = small, poorly fitted or top-dose-only effect, or another doubt; inactive = no such curve, though single readings can be large; an effect the other way counts as inactive or inconclusive. Not all compounds are listed; rates above refer to the full screens.
SMILES,GLP-1R inv ag,GLP1R cytotox,IL-2 act,PLK1 PBD inh,GLP-1R agonist,PI5P4Ka inh,PTHR1 agonist,EPAC1 agonist,EPAC1 antag
O=C(COC(=O)CN1C(=O)c2ccccc2C1=O)Nc1ncc(Cl)cc1Cl,13%,9%,1.1,-10%,2%,-28,?,9%,-11%
O=C(OCCOc1ccccc1Cl)c1cc(S(=O)(=O)N2CCCCC2)ccc1N1CCOCC1,4.5µM*,-20%,-0.9,-2%,19%,11,-9%,6%,-10%
CN1C(=O)NC(c2ccc(O)cc2)C2=C1CN(c1cccc3ccccc13)C2=O (stereo not given),30%[activator],-5%,-0.6,-7%,8%,-5,i,-6%,-18%
S=C(NCc1ccco1)Nc1ccc(Br)cc1Cl,-22%[7.66 µM],-2%[7.66 µM],0.8,-21%,10%,11,-32%[inhibitor],7%,-1%
Cc1ccc(OCC(=O)Nc2ccccc2-c2ccccc2)cc1,?,66%[activator],-1.8,-13%,16%,·,i,17%,-4%
CCC(C)(C)C1CCc2nc3ccccc3c(C(=O)OC(C)C(=O)Nc3c(C)n(C)n(-c4ccccc4)c3=O)c2C1 (stereo not given),?,-24%,0.7,-6%,-4%,9,-10%,16%,-2%
Cc1ccc(-n2c(=O)c3sccc3n(CC(=O)NCC3CCCO3)c2=O)cc1F (stereo not given),8%,-14%,0.5,-1%,5%,-9,i,7%,25%
CCCN(c1ccc(C(C)C)cc1)S(=O)(=O)c1ccc2c(c1)CCN2C(=O)CC,2%,8%,·,·,0%,·,-19%,·,·
CCc1cc(C(=O)c2ccc(OC)cc2)c(N)s1,-27%,-5%,-0.8,-7%,16%,-7,i,-6%,13%
CN=c1scc(-c2ccc(F)cc2)n1/N=C/c1ccc(O)c(O)c1,?,?,-0.6,-7%,1%,-23,-18%,20%,-6%
CCCc1cc(=O)oc2cc(C)cc(OCC(=O)NCc3ccccn3)c12,58%[activator],-3%,-2.5,-4%,12%,-6,-27%,-2%,-7%
COc1ccc(CC(=O)Nc2cccc3c2CCCC3)cc1,-12%,4%,-0.5,-15%,20%,4,-22%,-6%,?
N#Cc1ccccc1OCC(=O)NC(=O)NC1CCS(=O)(=O)C1 (stereo not given),11%,11%,-1.8,0%,0%,-3,i,12%,-3%
Fc1ccc(C2c3[nH]c4ccccc4c3CCN2Cc2cccn2-c2ncccn2)cc1 (stereo not given),11µM*,-22%,-4.0,3%,3%,1,-17%,3%,-12%
Cc1ccccc1OCCSc1nnc(-c2ccncc2)n1C,-3%,8%,-3.0,-7%,-6%,·,i,-11%,-3%
Cn1c(=O)c2c(nc(NCc3ccccc3)n2CC(N)=O)n(C)c1=O,28%,-9%,1.1,1%,2%,-12,i,-8%,-25%
CCCCOc1ccc(C(=O)NCC(=O)NCc2ccccn2)cc1,?,-21%,-2.7,-2%,2%,8,-74%[inhibitor],-6%,-4%
COc1ccc(NC(=S)Nc2cccc(Cl)c2)cc1OC,-8%,-1%,-1.0,-14%,6%,1,-3%,-9%,-19%
NS(=O)(=O)c1ccc(CNC(=O)CNC(=O)c2ccc(F)cc2)cc1,12%,29%,-0.1,-16%,2%,-3,i,3%,-18%
CC(=O)Oc1ccc(OC(C)=O)c2c1CC(C)=C(C)C2,?,?,-4.1,-4%,-2%,-3,i,-5%,-16%
C/C(NC1CCCC1)=C(/C#N)C(N)=O,0%,3%,-0.6,3%,-9%,·,-12%[57.5 µM],2%,11%
CCOC(=O)c1ccccc1NC(=S)N1CC(C)CC(C)C1 (stereo not given),?,-25%,-0.2,-14%,-8%,14,-5%,9%,-8%
O=C(CCNS(=O)(=O)c1ccc(Cl)cc1)NCc1cccs1,-12%,2%,-0.4,-13%,5%,2,-6%,0%,-6%
CCCOc1ccc(-c2c(=O)n(O)c3ccccc3[n+]2[O-])cc1,58%[activator],44%[activator],-1.4,-21%,-5%,0,i,8%,-2%
O=C(Nc1ccc(Cl)c(S(=O)(=O)N2CCOCC2)c1)C1CCC1,-16%,15%,0.1,-11%,-2%,-14,-28%,3%,20%
SMILES,GLP-1R inv ag,GLP1R cytotox,IL-2 act,PLK1 PBD inh,GLP-1R agonist,PI5P4Ka inh,PTHR1 agonist,EPAC1 agonist,EPAC1 antag
Cc1ccsc1/C=N/NC(=O)c1cc(-c2ccncc2)nc2ccccc12,?,?,-0.8,-3%,9%,-19,-18%,14%,-10%
O=C(CN1C(=O)C2C3C=CC(C3)C2C1=O)Nc1ccc(F)cc1 (stereo not given),10%,7%,-0.5,-15%,-4%,-1,4%,16%,-1%
S=C(Nc1ccc2nccnc2c1)N1CCCC1,15%,-2%,-0.7,-8%,0%,-4,i,-6%,-16%
O=C(NC1CCCCC1)C1c2ccccc2OCC(=O)N1Cc1ccccc1 (stereo not given),9%,4%,0.0,0%,-1%,-7,14%,-19%,-10%
C/C(N)=C(/C#N)C(=O)COC(=O)Cc1coc2ccc3ccccc3c12,-2%,11%,-0.8,0%,12%,1,-22%,7%,5%
O=C1/C(=C/c2ccc(F)cc2)Oc2cc(OC(=O)N3CCOCC3)ccc21,2%,5%,0.2,-2%,1%,-1,-27%,6%,12%
Cc1cc(=O)[nH]c(Cc2ccc(OC(C)C)cc2)n1,7%,-15%,-0.4,-5%,-1%,·,-17%[57.5 µM],1%,-1%
Cc1cc(C)nc(N(C#N)CCOc2ccccc2)n1,1%,76%[activator],1.2,-7%,30%,1,i,6%,3%
CCC(c1nnnn1Cc1ccc(OC)cc1)N(CCCO)Cc1cc2cc3c(cc2[nH]c1=O)OCO3 (stereo not given),-7%,2%,-1.3,-7%,10%,·,-59%[inhibitor][57.5 µM],3%,2%
O=C1CSC(=S)N1N=Cc1ccccc1O,3%,1%,1.5,13µM*,-8%,-85*,-6%,-5%,3%
CN(Cc1cccs1)C(=O)Cn1cnc2ccccc2c1=O,11%,-11%,1.9,2%,4%,0,-35%[inhibitor],-4%,7%
COc1ccc(-c2csc(N3CCN(Cc4ccc5c(c4)OCO5)CC3)n2)cc1,0%,1%,0.1,-5%,-12%,·,-19%,12%,1%
COc1ccc(/C=C2\N=C(c3ccccc3)NNC2=O)cc1,8%,-9%,-2.3,-1%,6%,2,i,-13%,5%
Cc1c(NC(=O)Nc2ccc(F)cc2F)c(=O)n(-c2ccccc2)n1C,?,?,-3.4,-13%,6%,2,5%,-2%,-18%
CSc1nnc(-c2ccccc2)o1,2%,-15%,1.5,-11%,1%,·,i,5%,-5%
COCCN(CCOC)C(=O)c1ccc(NS(=O)(=O)c2ccc3[nH]c(=O)[nH]c3c2)cc1,1%,2%,1.2,-5%,-6%,-6,i,14%,-3%
O=C(Cc1csc(NC(=O)c2ccc(F)cc2)n1)NO,71%[activator],-11%,-3.1,-15%,20%,4,i,5%,-6%
CC(=O)Nc1cccc(C(=O)OCC(=O)NNC(=O)c2ccc([N+](=O)[O-])cc2)c1,-4%,-20%,1.1,-3%,-15%,1,i,-24%,-22%
COc1ccc(C2(C)NC(=O)N(CC(=O)Nc3ccc(Br)cc3F)C2=O)cc1OC (stereo not given),7%,-2%,-0.4,1%,15%,0,-18%,-1%,-28%
N/C(=N\OC(=O)c1cc(-c2ccccc2)nc2ccccc12)c1ccccn1,3%,-8%,-2.4,-7%,23%,11,i,18%,6%
COC1OC2COC(c3ccccc3)OC2C(=O)C1NC(=O)c1ccccc1 (stereo not given),14%,6%,-1.1,3%,-13%,12,-18%,-11%,7%
COc1ccc(Cl)cc1NC(=O)C/C(C)=N/NC(=O)CC#N,-6%,-10%,-1.4,27µM*,-5%,-5,0%[57.5 µM],2%,10%
CCOC(=O)C1(Cc2cccc(OC)c2)CCCN(Cc2cc(OC)c(O)c(OC)c2)C1 (stereo not given),-14%,2%,0.1,-12%,3%,-1,-11%,10%,4%
CCn1c(C)c(C)c2cc(C(=O)Nc3cccc(Cl)c3)ccc21,?,-3%,-1.9,-8%,13%,-5,-16%,17%,-2%
CC1(C)NC(=O)N(CCOCCOc2ccc3ccccc3c2Br)C1=O,4%,-11%,-1.5,-1%,4%,·,i,-11%,4%
SMILES,GLP-1R inv ag,GLP1R cytotox,IL-2 act,PLK1 PBD inh,GLP-1R agonist,PI5P4Ka inh,PTHR1 agonist,EPAC1 agonist,EPAC1 antag
Cc1cc(NC(=O)Cn2c(=O)n(Cc3ccccc3)c(=O)c3ccccc32)no1,14%,-24%,-0.3,-2%,2%,7,i,-4%,9%
COc1cccc(N2CCN(Cc3nnnn3C3CCCCC3)CC2)c1,?,-3%,2.3,-5%,-1%,-1,-16%,1%,-9%
COc1cc(/C=C/c2nnc3c4ccccc4ncn23)cc(OC)c1OC,?,?,-0.7,-18%,-4%,-1,-1%,8%,-11%
O=C(O)c1ccc(NC2=C(N3CCOCC3)C(=O)c3ccccc3C2=O)cc1,9%,-7%,0.3,-12%,7%,5,-23%,-7%,-20%
CC(=N\Nc1ccc(Cl)cc1)/C(=N/O)C(=O)Nc1ccccc1,?,55%[activator],0.4,0%,0%,1,i,3%,-20%
Cc1cccc(C)c1OCC(=O)NNC(=O)CNC(=O)c1ccc(OC(F)F)cc1,-6%,-9%,-2.7,-3%,9%,1,-10%,-24%,-22%
